Bioassay records deposited in PubChem BioAssay by several laboratories.
WT yeast gro inh = growth inhibition of WT yeast, mitochondrial fusion screen; inhibition, % at 10 µM; mitochondrial fusion phenotypic screen, WT strain; 2.1% of 190,000 active; in the data active means inhibition above about 58%; tested in S. cerevisiae
SIAH1 antagonists = blockers of Siah-1 interaction with plectin peptide – biochemical, fluorescence polarization, rhodamine-plectin, uHTS, primary screen (AID 1817) | 0.02% of 290,000 active | displacement, % at 20 µM; hits with a dose series show IC50 in µM | Siah-1 / rhodamine-plectin peptide fluorescence polarization; higher % means a stronger effect;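 active means displacement of at least 50% at 20 µM, with a fluorescence ratio check between 0.3 and a set limit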;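 further: plate controls were Siah plus tracer with DMSO for no effect and tracer alone without Siah for full effect; strong numbers were not always called active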
Salmonella PhoP GFP = PhoP-dependent GFP reporter repression – Salmonella Typhimurium, primary screen (AID 1863). S. Typhimurium PhoP-regulated promoter GFP reporter, 4 h; higher % means a stronger effect. inhibition, % at 50 µM; hits with a dose series show IC50 in µM. 0.16% of 300,000 active;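 active means inhibition over 29.93%, a cutoff 3 SD above the screen mean, later confirmed by dose response; inconclusive means inhibition over 29.93% but no dose response follow-up; inactive means inhibition at most 29.93% or unconfirmed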;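 further: 0% = low Mg2+ inducing control and 100% = high Mg2+ repressing control; strong numbers were not always called active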
Myeloid diff 2 = compounds promoting myeloid differentiation | ER-HoxA9 myeloid progenitors, lysozyme-GFP differentiation, flow cytometry | calls only at 10 µM | 1% of 360,000 active | AID 624256;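 active means normalized GFP-positive differentiation at or above the plate's own cutoff, the solvent-only control mean plus 3 SD; inconclusive means no clear call, values can overlap the other calls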;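 further: cells exposed to compound for four days before flow analysis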
RSV CPE inhibition = RSV antiviral activity via CPE protection, HEp-2 cells, primary 10 µM value included (AID 2391); CPE inhibition, % at 10 µM, or IC50 in µM where a hit was titrated; HEp-2 cells, RSV-induced CPE inhibition; higher % means a stronger effect; 0.13% of 310,000 active; in the data active means a potency from the dose series; inconclusive means CPE inhibition mostly from about 23% at the one dose, without a potency; inactive means the rest, 99 in 100 with CPE inhibition below about 21%; further: strong numbers were not always called active
WT yeast gro inh mutant strain = second read-out of WT yeast gro inh, no call of its own (marks repeat the call); inhibition, %; mitochondrial fusion phenotypic screen, mutant strain inhibition
Myeloid diff 2 GFP+ MAC1+ % = second read-out of Myeloid diff 2, no call of its own (marks repeat the call); GFP+ MAC1+ double positive, %; measured here: differentiation confirmed by MAC1 staining
An asterisk follows results filed as active; i = inactive; ? = inconclusive; · = no result given; + = active, no number. Some of the compounds tested; the hit share may differ from the screen's.

SMILES	WT yeast gro inh	SIAH1 antagonists	Salmonella PhoP GFP	Myeloid diff 2	Myeloid diff 2 GFP+ MAC1+ %	RSV CPE inhibition	others
Cn1nc(C(F)(F)F)c(-c2ccccc2)c1NC(=O)c1ccco1	·	2%	-1%	i	0.4	·
CCOC(=O)CN1NC2(CCCCCCC2)NC1=S	·	14%	-8%	i	0.3	·
Nc1cccc2c1C(=O)N(C(=O)/C=C/c1cccc(Br)c1)C2=O	·	-4%	2%	i	0.5	·
CCn1c(SCC(=O)Nc2ccc(OC)cc2)nc2nc3c(cc2c1=O)CCCC3	·	12%	-3%	i	0.7	·
CCC(C)(C)C1CCC2(CC1)NC(=S)N(c1ccccc1)N2 (stereo not given)	·	2%	-5%	i	0.9	·
COc1ccc(-n2ccnc(SCC(=O)NC3CCCC3)c2=O)cc1	·	-5%	12%	?	·	·
COc1cccc2c1cc1c(=O)n(CC(=O)NCc3ccccn3)nc(C)n12	·	0%	17%	i	6.0	·
CC(C)(C)c1cc[n+](C2=C([O-])c3ccccc3C(=O)/C2=N\S(=O)(=O)c2cccs2)cc1	·	-3%	-10%	i	1.5	·
O=C(Nc1ccc(OC(F)(F)F)cc1)c1ccc(S(=O)(=O)N2CCOCC2)o1	·	5%	-1%	i	0.2	·
O=C(CSCc1cc(=O)n2nc(C3CC3)sc2n1)Nc1ccc(F)cc1	·	3%	4%	i	2.6	·
CN(C)c1ccc(C2CC(=O)C=C(Nc3ccccc3N)C2)cc1 (stereo not given)	·	0%	0%	i	0.5	·
COc1ccc(CCn2c(-c3ccc(OC)cc3)nc3c(c(=O)c4ccccc4n3C)c2=O)cc1	·	7%	2%	i	0.2	·
O=P(c1ccccc1)(c1ccccc1)C(O)c1ccccn1 (stereo not given)	·	1%	-6%	i	1.2	·
O=C(O)CSc1cc(NS(=O)(=O)c2cccc([N+](=O)[O-])c2)c2ccccc2c1O	·	40%	133µM*	i	0.3	·
CN(C)c1ccc(NC(=O)Nc2csc3ccccc23)cc1	·	-9%	13%	i	0.4	·
C/C(=N/NC(=O)CNC(=O)C(c1ccccc1)c1ccccc1)c1ccco1	·	5%	-8%	i	0.4	·
COc1ccc(CCN2C(=O)CC(C(N)=O)SC2=Nc2ccccc2)cc1 (stereo not given)	·	12%	-7%	i	0.4	·
O=C(NN1CC(=O)N(c2cc(Cl)cc(Cl)c2)CC1=O)c1sccc1Cl	·	1%	-5%	i	0.2	·
COc1ccc(OC)c(/C=N/NC(=O)c2[nH]ncc2Br)c1	·	1%	-6%	i	0.3	·
O=C1NCCCCC1NS(=O)(=O)c1ccc(F)c(F)c1 (stereo not given)	·	-3%	-2%	i	0.7	·
CC(=O)c1ccc(NC(=O)Cn2cnc(S(=O)(=O)N3CCC(C)CC3)c2)cc1	·	7%	0%	i	3.2	·
CCOc1ccccc1N1CCN(Cc2cnc(-c3ccccc3)[nH]2)CC1	·	4%	-4%	i	1.6	·
CCn1c(=O)c([N+](=O)[O-])c(NCC2CCCO2)c2ccccc21 (stereo not given)	·	-1%	-2%	i	0.4	·
COc1ccc(C(CC(=O)NCc2ccccc2)C(C)C)cc1 (stereo not given)	·	7%	-16%	i	0.1	·
COC(=O)c1cccc(NC(=O)Nc2ccc(Cl)cc2)c1	·	2%	-9%	i	0.3	·
Cc1c(C)c(C)c(CN2CCSCC2)c(C)c1C	·	7%	7%	i	0.3	·
O=C(NCCN1CCCCC1)c1ccc(Oc2cc(Cl)cc(Cl)c2)o1	·	-4%	9%	i	0.4	·
CC1=NN(c2ccccc2)C(=O)C1/C=C1/NC(=S)NC1=O (stereo not given)	·	11%	-11%	i	0.9	·
CC(=O)Oc1ccc(C(=O)[C@H]2[C@H]3C(=O)N(c4ccc(C)cc4C)C(=O)[C@H]3[C@@H]3C=CC=NN32)cc1	·	1%	-1%	i	0.5	·
O=C1NC(=S)N(C(=O)c2ccc(F)cc2)/C1=C/c1cccnc1	·	7%	-1%	i	0.4	·
COc1cccc(CN2CCC(n3nccc3NC(=O)CCCc3ccccc3)CC2)c1O	·	1%	5%	i	1.7	·
Cc1nn(CC(=O)N2CCCCCC2)c(=O)c2cc3occc3n12	·	3%	-6%	i	2.0	·
Cc1ccc(-c2nc(=S)c3c(n2Cc2cccnc2)CC(C)(C)OC3)cc1	·	7%	-1%	i	0.8	·
COC(=O)c1cc(-n2cccc2)ccc1N1CCOCC1	·	3%	-2%	i	0.2	·
O=C(CN1CCN(c2ccc(C(F)(F)F)cn2)CC1)NCc1ccc2c(c1)OCO2	·	-6%	1%	i	0.8	·
NC(=O)C1CCN(CC(O)CSc2ccccc2)CC1 (stereo not given)	·	-2%	-1%	i	0.2	·
Cn1nc(Cc2n[nH]c(=S)n2C)c2ccccc2c1=O	·	10%	0%	i	0.7	·
N#Cc1c(C(F)(F)F)cc(-c2cccs2)nc1N1CCCCC1	·	3%	-4%	i	0.2	·
COc1cccc(CNC(=O)[C@@H](C)N2C(=O)N3CCc4c([nH]c5ccc(OC)cc45)C3(C)C2=O)c1 (stereo not given in full)	·	-2%	11%	i	5.4	·
COc1cccc2cc(C(=O)C3=C(O)C(=O)N(CCN(C)C)C3c3ccc(Cl)cc3)oc12 (stereo not given)	·	13%	-11%	i	0.5	·
CCc1nc2ccccc2nc1N1CCN(S(=O)(=O)c2ccccc2)CC1	·	-4%	8%	i	0.1	·
O=C(NNc1ccc(Cl)cc1)C1CCC1	·	2%	-7%	i	0.2	·
CCON1C(=O)C(C)(C)N(OCC)C(=O)C1(C)C	·	4%	-6%	i	0.6	·
CCCc1nc2oc3c(NCCCN(C)C)ncnc3c2c2c1CCCC2	·	-3%	4%	i	0.2	·
Cc1cc(NC(=O)c2coc(=O)c(Br)c2)ccc1C(C)C	·	-1%	-2%	i	1.1	·
Cn1nc(NC(=O)C2CCC2C(=O)O)c2c(F)cccc21 (stereo not given)	·	-2%	4%	i	2.3	·
CC1(c2nnc(-c3ccncc3)o2)CC(c2ccc([N+](=O)[O-])cc2)=NO1 (stereo not given)	·	5%	1%	i	2.0	·
Cc1ccccc1NC(=O)C[n+]1cc(-c2ccccc2)n2c1CCC2	·	9%	-8%	i	0.3	·
Cc1cc(C)c(C(=O)O)c(CC(C)(C)C(=O)O)c1	·	-1%	-5%	i	0.7	·
O=C1OC2(O)C3C4C=CC(C4)C3C(=O)N2c2ccccc21 (stereo not given)	·	4%	-6%	i	0.7	·
The results go on:
SMILES	WT yeast gro inh	SIAH1 antagonists	Salmonella PhoP GFP	Myeloid diff 2	Myeloid diff 2 GFP+ MAC1+ %	RSV CPE inhibition	others
CC(=O)c1ccc(N2CCN(S(=O)(=O)c3ccc4c(c3)NC(=O)CC(=O)N4)CC2)cc1	·	-1%	3%	+	6.9*	·
Cc1ccc(-c2cc(C(=O)NN)n[nH]2)o1	·	4%	3%	i	1.1	·
O=C(CSCCOc1ccccc1)NCc1ccncc1	·	0%	-4%	i	0.7	·
COc1cc(/C=N/n2nnnc2N)cc(OC)c1OC	·	12%	-4%	i	0.4	·
COc1cc2ncnc(NCCCN3CCOCC3)c2cc1OC	·	-1%	-2%	i	0.4	·
COc1ccc(C)cc1NC(=O)c1cc(S(=O)(=O)N2CCC3(CC2)OCCO3)ccc1F	·	4%	10%	i	0.4	·
COc1ccccc1/C=C/C(=O)/C=C/c1ccccc1O	·	0%	2%	?	·	·
COc1ccccc1C(c1c(N)n(C)c(=O)n(C)c1=O)C(C)[N+](=O)[O-] (stereo not given)	·	0%	0%	i	0.1	·
NC(=O)c1ccc[n+](CC(=O)c2ccc(F)cc2)c1	·	11%	3%	i	0.5	·
OC1NC(=S)N(c2ccccc2)C1O (stereo not given)	·	-5%	-13%	i	0.3	·

Six structures out of the list, ordered by count of non-hydrogen atoms, smallest number first.
SMILES	WT yeast gro inh	SIAH1 antagonists	Salmonella PhoP GFP	Myeloid diff 2	Myeloid diff 2 GFP+ MAC1+ %	RSV CPE inhibition	others
OC1NC(=S)N(c2ccccc2)C1O (stereo not given)	·	-5%	-13%	i	0.3	·
Cc1ccc(-c2cc(C(=O)NN)n[nH]2)o1	·	4%	3%	i	1.1	·
O=C(CSCCOc1ccccc1)NCc1ccncc1	·	0%	-4%	i	0.7	·
COc1cc2ncnc(NCCCN3CCOCC3)c2cc1OC	·	-1%	-2%	i	0.4	·
COc1ccccc1C(c1c(N)n(C)c(=O)n(C)c1=O)C(C)[N+](=O)[O-] (stereo not given)	·	0%	0%	i	0.1	·
CC(=O)c1ccc(N2CCN(S(=O)(=O)c3ccc4c(c3)NC(=O)CC(=O)N4)CC2)cc1	·	-1%	3%	+	6.9*	·

(listing goes on)
SMILES	WT yeast gro inh	SIAH1 antagonists	Salmonella PhoP GFP	Myeloid diff 2	Myeloid diff 2 GFP+ MAC1+ %	RSV CPE inhibition	others
COc1ccc(NC(C)(C)c2nnnn2-c2c(C)cccc2C)cc1	·	8%	-8%	i	2.1	·
CCc1nn(CC(=O)N2CCN(c3ccc(OC)cc3)CC2)c(=O)c2cc3occc3n12	·	-4%	0%	i	0.6	·
Cc1onc(-c2ccc(Cl)cc2)c1-c1ccnn1S(=O)(=O)c1ccc(Cl)cc1	·	1%	-2%	i	0.9	·
Cc1[nH]c2ccccc2c1C(=O)CSC(=S)N1CCN(C)CC1	·	-2%	-10%	i	0.2	·
CC(C)(C)C(=O)O/N=C(\N)c1ccc(Br)cc1	·	0%	-4%	i	0.4	·
Cc1onc(-c2ccccc2)c1NC(=O)N(CCC#N)Cc1ccccc1	·	-5%	6%	i	0.4	·
COc1ccccc1/C=C/C(=O)Nc1nc(N)n(-c2ccccc2)n1	·	6%	-5%	i	0.7	·
COc1ccc(Oc2ncccc2NC(=O)c2cccc(C)c2C)cc1	·	-5%	-8%	i	0.7	·
CCOC(=O)c1ccc(NC(=O)C2CCN(S(=O)(=O)c3ccccc3)CC2)cc1	17	·	·	i	2.5	1.4%	WT yeast gro inh mutant strain=4
COCCn1c(=N)c(C(=O)NCCc2ccccc2)cc2c(=O)n3cccc(C)c3nc21	12	·	·	i	0.2	-0.6%	WT yeast gro inh mutant strain=-7
CCOC(=O)c1ccc2ncc(C(=O)OCC)c(NCCN(C)C)c2c1	25	·	·	i	2.6	1.7%	WT yeast gro inh mutant strain=7
CC(=O)N1CCC(N(CCN2CCOCC2)C(=O)Nc2ccc(Cl)c(Cl)c2)CC1	22	·	·	i	2.5	0.3%	WT yeast gro inh mutant strain=13
CCOC(=O)N1CCc2c(sc(NC(C)=O)c2C(N)=O)C1	-4	·	·	i	1.4	3.2%	WT yeast gro inh mutant strain=7
COc1c(C)cccc1C(=O)Nc1cc(-c2nn3c(C)nnc3s2)ccc1C	-10	·	·	?	·	1.0%	WT yeast gro inh mutant strain=-9
O=C(CCn1c(=O)sc2ccccc21)NCCN1CCOCC1	11	·	·	i	1.8	0.9%	WT yeast gro inh mutant strain=-1
O=C(Cn1c(NCCCO)nc2ccccc21)c1cccs1	14	·	·	i	1.5	3.2%	WT yeast gro inh mutant strain=2
CCOc1ccc(C2C(C(=O)NC)=C(C)Nc3nc4ccccc4n32)cc1OC (stereo not given)	1	·	·	i	3.1	3.0%	WT yeast gro inh mutant strain=4
O=C(CN1CCOc2ccccc21)NC1CC1	11	·	·	i	0.9	1.0%	WT yeast gro inh mutant strain=5
COc1cc(NC(=O)c2c(-c3ccccc3Cl)noc2C)c2ncccc2c1	5	·	·	i	0.2	18%	WT yeast gro inh mutant strain=-9
c1ccc(OCCSc2ncnc3nc[nH]c23)cc1	5	·	·	i	4.9	6.3%	WT yeast gro inh mutant strain=-4
COc1ccc(OC)c2sc(NC(=O)C3COc4ccccc4O3)nc12 (stereo not given)	34	·	·	i	1.3	2.3%	WT yeast gro inh mutant strain=11
c1ccc(-c2nnc(-c3ccccn3)nn2)nc1	14	·	·	i	0.3	2.2%	WT yeast gro inh mutant strain=1
COC(=O)Cn1c(=NC(=O)C2CC2)sc2c(C)cc(C)cc21	19	·	·	i	2.4	0.5%	WT yeast gro inh mutant strain=6
CCCCCSc1nc2c(c(=O)[nH]c(=O)n2C)n1CC	26	·	·	i	1.2	4.4%	WT yeast gro inh mutant strain=19
CC(=O)c1ccc(N2CCN(C(=O)c3ccc(NC4=NC5CS(=O)(=O)CC5S4)cc3)CC2)cc1 (stereo not given)	·	4%	·	i	2.2	0.4%
